Source: PubChem BioAssay
TRHR enhancer: TRH receptor (human) allosteric enhancement; TRHR cells, fluo-8 calcium fluorescence, EC20 TRH enhancement; enhancement, % at 2 µM; actives 0.66% (n = 360,000); in the data active = enhancement above about 30%; also: 0% is about no effect
Target sequence (P34981 whole entry, looked up): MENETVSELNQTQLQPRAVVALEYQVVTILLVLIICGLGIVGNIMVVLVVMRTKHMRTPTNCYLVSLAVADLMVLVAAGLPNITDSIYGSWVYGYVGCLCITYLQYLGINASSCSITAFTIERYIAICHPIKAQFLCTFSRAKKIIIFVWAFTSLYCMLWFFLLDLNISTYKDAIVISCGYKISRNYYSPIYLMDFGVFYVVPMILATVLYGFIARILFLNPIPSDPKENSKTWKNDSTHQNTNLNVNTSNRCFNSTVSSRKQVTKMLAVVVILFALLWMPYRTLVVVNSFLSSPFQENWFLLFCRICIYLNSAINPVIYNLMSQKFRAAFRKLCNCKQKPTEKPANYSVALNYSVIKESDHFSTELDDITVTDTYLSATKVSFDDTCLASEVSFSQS
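TRHR-expressing cells loaded with fluo-8 calcium dye were read kinetically (ex 480/em 530) during compound addition, then stimulated with an EC20 of TRH (10 nM final). Enhancement of the Gq-mediated intracellular calcium response was scored.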
USP1-UAF1 inh: USP1/UAF1 (human) deubiquitinase inhibition. recombinant USP1/UAF1, Ub-Rhodamine cleavage fluorescence. Potency, µM (doses to about 57.1 µM), inactives show at the top dose activity change, negative = inhibition, most hits filed as inhibitors. actives 0.23% (n = 390,000). AID 743255; also: potency is read from the fitted curve at half-maximal effect; % is scaled to controls: 0 for no effect and ±100 for the full control effect; nearly all actives have a fitted effect of over 60% in size; inactives centre near -12
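USP1/UAF1 complex (1 nM) preincubated 15 min at room temperature with compound, then Ub-Rho substrate (150 nM final) added. Kinetic fluorescence at 480/540 nm over 6 reads at 60 s intervals; 50 mM HEPES pH 7.8, 0.5 mM EDTA, 0.1 mg/ml BSA, 1 mM TCEP, 0.01% Tween-20.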
D2 agonist: agonists of human D2 dopamine receptor; P14416; actives 0.53% (n = 340,000); AID 485358; HEK293 T-REx D2 cells, calcium flux agonist mode; activation, % at 2 µM;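 active = activation over 3 SD above normal in the single-dose calcium agonist read, cut at about 30% in these data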; also: 0% is about no effect
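Tetracycline-induced HEK293 Trex cells with D2 receptor force-coupled to calcium signaling, plated overnight at 30 C and loaded with no-wash calcium dye. Calcium flux read kinetically for 180 s after compound addition; responses flag agonists.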
TrxR1 substrate: substrates of rat thioredoxin reductase 1. O89049. purified TrxR1 substrate turnover, NADPH consumption readout. Potency, µM (titrated, usually from 114 µM), for inactives: at the highest dose activity change, negative = substrate turnover. actives 0.01% (n = 390,000). AID 588456; also: potency is read from the fitted curve at half-maximal effect; % is scaled to controls: 0 for no effect and ±100 for the full control effect; nearly all actives have a fitted effect of over 50% in size
Target sequence (O89049 whole entry, looked up): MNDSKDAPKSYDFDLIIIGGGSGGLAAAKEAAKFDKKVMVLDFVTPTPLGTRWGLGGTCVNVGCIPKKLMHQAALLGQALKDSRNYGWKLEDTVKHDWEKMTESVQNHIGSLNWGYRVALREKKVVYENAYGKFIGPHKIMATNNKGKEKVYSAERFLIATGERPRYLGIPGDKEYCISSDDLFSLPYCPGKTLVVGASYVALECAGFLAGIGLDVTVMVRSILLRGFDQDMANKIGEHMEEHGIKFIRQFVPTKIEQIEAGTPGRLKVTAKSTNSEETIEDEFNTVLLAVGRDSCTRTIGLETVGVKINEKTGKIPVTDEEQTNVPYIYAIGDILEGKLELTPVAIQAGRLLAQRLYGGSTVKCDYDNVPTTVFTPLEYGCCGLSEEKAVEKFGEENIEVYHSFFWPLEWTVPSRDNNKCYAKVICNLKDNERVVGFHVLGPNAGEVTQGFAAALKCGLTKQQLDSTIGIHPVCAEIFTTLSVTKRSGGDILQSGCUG
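Rat TrxR1, dispensed at 90 nM, was prereduced with 400 uM NADPH (final) for 5 min at ~22 deg C, then incubated with compound 15 min before 400 uM selenite. A first-read NADPH fluorescence drop versus no-compound background flagged substrates.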
TRHR agonist: agonists of human TRH receptor. P34981. TRHR cells, calcium flux fluo-8, FDSS agonist mode. activation, % at 2 µM. actives 0.18% (n = 360,000). AID 493084; in the data active = activation above about 30%; also: 0% is about no effect
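In this calcium-flux screen, cells bearing human TRHR are dye-loaded with fluo-8, baselined for 10 cycles, then exposed to library compounds; positive kinetic calcium responses during the agonist phase mark hits, with TRH as control.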
Pin1 inh: inhibitors of human Pin1. Q13526. Pin1 FP peptide displacement, HiFluor488, 10 min. Potency, µM (top dose mostly 115 µM), inactives show top-dose activity, negative = inhibition, usual class: inhibitors. actives 0.009% (n = 390,000). AID 504891; active = well fitted inhibition curve with a large enough effect in the polarisation, with a control signal flat, not every such curve was filed as active; inconclusive = small, poorly fitted or top-dose-only effect, or effect the other way, or a change in a side signal; inactive = no such curve, though single readings can be large or run the other way; the % refers to the polarisation; also: potency is read from the fitted curve at half-maximal effect; % is scaled to controls: 0 for no effect and ±100 for the full control effect
Target sequence (Q13526 whole entry, looked up): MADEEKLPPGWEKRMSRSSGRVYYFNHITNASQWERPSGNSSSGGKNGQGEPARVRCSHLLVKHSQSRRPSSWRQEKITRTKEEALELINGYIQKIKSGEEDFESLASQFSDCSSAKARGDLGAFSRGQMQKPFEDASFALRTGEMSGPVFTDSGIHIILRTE
mIDH1 inhibitor: human IDH1 R132H inhibition. IDH1-R132H enzyme, NADPH consumption, diaphorase/resazurin fluorescence. actives 0.093% (n = 390,000). O75874. AID 602179. Potency, µM (highest dose often 76.6 µM), without a hit: top-dose activity change, negative = inhibition, most hits filed as inhibitors; also: potency is read from the fitted curve at half-maximal effect; % is scaled to controls: 0 for no effect and ±100 for the full control effect; nearly all actives have a fitted effect of over 65% in size
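IDH1-R132H (0.5 ug/mL dispensed) in pH 7.5 Tris buffer was preincubated 30 min with compound, then given a substrate mix of 0.016 mM NADPH and 2 mM alpha-KG for 80 min at room temperature; remaining NADPH was read by diaphorase/resazurin fluorescence.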
D2 antag: antagonists of human D2 dopamine receptor; P14416; HEK293 TREx D2 cells, calcium flux, dopamine EC80; inhibition, % at 10 µM; actives 2% (n = 340,000); AID 485344; in the data active = inhibition above about 30%; also: 0% is about no effect
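In this primary screen, negative modulation is detected by tracking calcium flux after an EC80 dopamine challenge in inducible HEK293 T-REx D2 cells preexposed to test compound for 180 s.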
TrxR1 inh: inhibitors of rat thioredoxin reductase 1 | actives 1% (n = 390,000) | Potency, µM (doses to about 114 µM), for inactives: at the highest dose activity change, negative = inhibition, hits mostly inhibitors | recombinant rTrxR1, NADPH fluorescence consumption, selenite substrate | AID 588453 | O89049; also: potency is read from the fitted curve at half-maximal effect; % is scaled to controls: 0 for no effect and ±100 for the full control effect; nearly all actives have a fitted effect of over 65% in size
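Rat TrxR1 (90 nM in the dispensed reagent) was pre-reduced with 400 uM NADPH for 5 min at room temperature, then incubated with compound for 15 min. After 400 uM selenite was added, NADPH fluorescence (Ex 340/Em 450 nm) was followed for 8 min.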
Starred values were filed as active, the others as inactive; ? = inconclusive; . = no result given; [ ] = remark or other dose. Unless noted, calls follow the shape of the dose curve; as a rule, active = well fitted inhibition curve with a large enough effect; inconclusive = small, poorly fitted or top-dose-only effect; inactive = no such curve, though single readings can be large or run the other way.

Fields – TRHR enhancer, USP1-UAF1 inh, D2 agonist, TrxR1 substrate, TRHR agonist, Pin1 inh, mIDH1 inhibitor, D2 antag, TrxR1 inh
O=[n+]1cc(-c2ccc(F)cc2)n([O-])c2c1CCC2
  -2.5, -20.6%, 0.5, -1.1%, 0.0, -1.8%, 4.9%, 4.9, 1.4%
COc1cc(S(=O)(=O)N2CCCCCC2)ccc1Cl
  -2.8, -14.9%, -0.3, -0.6%, -0.1, 4.7%, 3.3%, 0.9, 11.5%
Cc1ccccc1N(CC(=O)N1CCN(c2ccccc2)CC1)S(C)(=O)=O
  -4.5, -6.1%, 0.7, 0.4%, -0.1, 0.6%, 0.8%, -7.7, 11.9%
COc1cc2nc(CN3CCN(S(=O)(=O)c4ccc(Cl)cc4)CC3)[nH]c(=O)c2cc1OC
  -3.5, -3.3%, 1.2, -6.1%, -0.4, -3.1%, -5.4%, -3.1, 0.5%
CC(=O)OC1CC(C)N(C(=O)c2ccccc2)c2ccc(C)cc21 (stereo unspecified)
  -1.9, -20.0%, -1.3, 5.9%, -1.0, 0.6%, 6.8%, -15.9, 21.3%
CCc1cccc(C)c1NC(=S)N(Cc1cccnc1)Cc1ccco1
  -7.4, -10.5%, ., -10.2%, 0.1, 0.2%, 1.3%, ., -11.1%
CCCc1cc(C(=O)Nc2ccc(Cl)cn2)cs1
  2.6, -16.1%, -0.3, -1.8%, -0.9, 4.7%, 6.8%, -8.7, -1.7%
Cc1cccc(-c2nnc3n2N=C(c2ccccc2)CS3)c1
  8.5, -5.1%, -0.6, 3.5%, 0.2, -4.6%, 7.7%, -13.7, 33.7%[activator]
Cc1cc(C)cc(NC(=O)CN2C(=O)CSc3ccc(S(=O)(=O)N4CCCC4)cc32)c1
  -1.4, -17.8%, -0.3, -5.2%, 0.2, -2.6%, 28.1%, ., 13.9%
COc1ccccc1NC(=O)CSc1nnc(-c2ccoc2C)n1CC1CCCO1 (stereo unspecified)
  -2.2, -7.8%, 0.6, 1.0%[57.1 µM], 0.1, -2.6%, -5.3%, 2.3, 17.4%[57.1 µM]
COc1ccc(C(=O)NCCc2ccccc2)cc1OC
  13.8, -15.3%, -1.0, 0.0%, -0.1, 4.4%, 7.8%, 6.3, 35.1%
O=C(NCCCc1ccc(F)cc1)C1CCC(=O)N(CCCN2CCCC2=O)C1 (stereo unspecified)
  8.2, -17.5%, 0.3, 1.1%, 1.0, 0.4%, 0.9%, -2.5, 15.7%
CCc1ccc2occ(CC(=O)Nc3c(C(=O)Nc4ccc(Cl)cc4)oc4ccccc34)c2c1
  -5.3, -20.3%, 1.3, 13.4%, 1.2, 15.5%, 12.0%, ., 20.3%
O=C(N/N=C/c1ccco1)c1[nH]ncc1Br
  2.3, ., -0.2, ., -0.1, ., ., -17.0, .
CCN(c1cccc(C)c1)S(=O)(=O)c1cc(CN2C(=O)c3cccnc3C2=O)ccc1OC
  -0.2, -10.7%, -0.1, -1.7%, -0.7, -1.4%, -5.2%, -2.3, 5.8%
CC(C)CC(=O)Nc1ccc(F)c(Cl)c1
  -2.5, -11.1%, 0.2, 4.9%, 0.0, -8.0%, 5.7%, 1.9, 19.8%
CC(C(=O)Nc1ccc(S(=O)(=O)N2CCOCC2)cc1)N1CCN(c2ccccn2)CC1 (stereo unspecified)
  -3.3, -10.6%, ., -2.6%, -0.5, 9.8%, -5.6%, ., 16.1%[57.1 µM]
COc1ccc(/C=C/C(=O)NC(=S)Nc2ccc(C(=O)O)cc2)cc1
  -12.3, -22.0%, -1.3, -14.2%, -2.3, -27.1%, 5.9%, -13.8, ?
Cc1csc(NC(=O)Cc2c[nH]c3ccccc23)n1
  -0.6, -24.1%, 0.1, 8.3%[57.1 µM], -0.4, 12.1%, -1.8%, 19.9, 17.5%
O=C(CCNC(=O)c1ccc(Cl)cc1)NCC(c1ccco1)N1CCCC1 (stereo unspecified)
  -7.8, -19.0%, 0.0, 1.5%, 0.2, 1.2%, 7.7%, -4.4, 6.4%
CC(C)Oc1ccc(S(=O)(=O)N2CCCCC2)cc1NC(=O)CN1C(=O)NC(C)(C2CC2)C1=O (stereo unspecified)
  -3.6, -17.7%, -0.2, -5.1%, 0.2, 7.3%, -11.0%, -17.2, 8.8%
CNC(=O)c1cc2c(-c3ccccc3)nn(C)c2s1
  -10.9, -12.6%, 0.1, 100.0%[activator], 0.0, ?, 8.7%, 22.2, 19.7%
CC(C)c1nnc(NC(=O)c2ccc(N3C(=O)CCC3=O)cc2)s1
  1.7, -17.8%, 0.3, 13.9%[57.1 µM], 0.0, -3.9%, 1.8%, 1.5, -9.3%[57.1 µM]
CCOC(=O)c1c(Nc2ccc(C)c(C)c2)nnc(-c2ccccc2)c1-c1ccccc1
  -5.8, -23.6%, -1.0, 2.8%, -0.4, -1.7%, -4.3%, ., 33.7%
CCc1nnc(NC(=O)CSc2nnc(Cc3cc(=O)[nH]c(=O)[nH]3)n2-c2cccc(OC)c2)s1
  3.5, -17.5%, -1.5, 5.6%[57.1 µM], 0.5, 8.1%, 6.0%, -3.3, 3.6%[57.1 µM]
CCOC(=O)C1CCN(C(=O)c2ccccc2NS(=O)(=O)c2ccccc2)CC1
  -0.7, -11.4%, 0.2, -3.9%, 0.1, -4.0%, 4.6%, -2.9, 5.0%
COCCNC(=S)Nc1ccc(S(=O)(=O)Nc2cnc3ccccc3n2)cc1
  -2.1, -19.4%, 0.3, -2.8%, -0.4, -1.2%, -4.3%, 4.7, -1.6%
O=C(CSc1nnc(COc2ccc(Cl)cc2)n1Cc1ccco1)c1ccccc1F
  1.5, -17.3%, 3.1, -3.0%, 0.8, 2.4%, 2.2%, -8.8, -35.4%
COc1ccc(C2SCCN2C(=S)Nc2cccc(Cl)c2)cc1 (stereo unspecified)
  2.0, -17.8%, 13.2, -16.3%, 3.6, 15.0%, 3.6%, 27.4, -21.3%
Cc1nc2c(cnn2-c2ccccc2)c(=O)[nH]1
  5.0, -7.6%, -0.2, 3.9%[57.1 µM], 1.1, -9.4%, 0.2%, -6.1, 24.1%[57.1 µM]

An excerpt from above in order of formula weight, smallest number first:
Fields – TRHR enhancer, USP1-UAF1 inh, D2 agonist, TrxR1 substrate, TRHR agonist, Pin1 inh, mIDH1 inhibitor, D2 antag, TrxR1 inh
CC(C)CC(=O)Nc1ccc(F)c(Cl)c1
  -2.5, -11.1%, 0.2, 4.9%, 0.0, -8.0%, 5.7%, 1.9, 19.8%
CCOC(=O)C1CCN(C(=O)c2ccccc2NS(=O)(=O)c2ccccc2)CC1
  -0.7, -11.4%, 0.2, -3.9%, 0.1, -4.0%, 4.6%, -2.9, 5.0%
COc1ccccc1NC(=O)CSc1nnc(-c2ccoc2C)n1CC1CCCO1 (stereo unspecified)
  -2.2, -7.8%, 0.6, 1.0%[57.1 µM], 0.1, -2.6%, -5.3%, 2.3, 17.4%[57.1 µM]
CC(C(=O)Nc1ccc(S(=O)(=O)N2CCOCC2)cc1)N1CCN(c2ccccn2)CC1 (stereo unspecified)
  -3.3, -10.6%, ., -2.6%, -0.5, 9.8%, -5.6%, ., 16.1%[57.1 µM]

Remaining list, next part
Fields – TRHR enhancer, USP1-UAF1 inh, D2 agonist, TrxR1 substrate, TRHR agonist, Pin1 inh, mIDH1 inhibitor, D2 antag, TrxR1 inh
Cc1ccc2[nH]c(O)c(N=O)c2c1
  -4.4, -14.0%, 0.6, -3.3%, -0.9, -1.3%, -9.7%, 8.8, 15.6%
Cc1cc(=O)n2nc(N3CCC(C(=O)NCCc4ccc(Cl)cc4)CC3)sc2n1
  0.4, -26.8%, 43.3*, -1.0%, -1.0, -0.3%, -2.0%, -20.3, 15.9%
O=C1C=C(c2ccccc2)C(c2ccccc2)C1O (stereo unspecified)
  ., -1.3%, ., 1.7%[11.4 µM], ., -0.1%, -4.1%, ., -0.4%[11.4 µM]
COc1ccc(C2=CC(=O)CC(c3ccccc3)C2)cc1 (stereo unspecified)
  -2.2, -21.2%, -1.6, -1.5%, -1.1, -7.4%, 0.0%, 10.3, -8.5%
O=C(NCC1(O)CCCCC1)C1CCC(=O)N(Cc2ccccc2F)C1 (stereo unspecified)
  -2.3, -14.3%, -0.3, -5.3%, 0.3, -8.2%, 6.4%, 6.0, -2.2%
O=c1[nH]nc(-c2ccc(OCc3ccc(Cl)cc3Cl)cc2)o1
  2.3, -2.1%, 1.4, 1.9%, 0.3, 1.0%, 5.2%, -7.3, 15.8%
Cc1cc(CNC(=S)Nc2ccc(Br)cc2Cl)nn1C
  21.9, -5.3%, -0.1, -0.8%, -0.6, -2.5%, -1.1%, -3.7, ?
COc1ccccc1CNC(=O)c1cnc(N(C)C)nc1
  -1.8, ?, 0.7, 2.6%[57.1 µM], 0.2, -21.5%, ., ., 5.3%[57.1 µM]
CCOc1ccc(CCNC(=O)C2=C(C)C(=O)OC23CCCCC3)cc1
  10.3, -7.9%, 0.7, -3.1%, 0.0, 1.5%, ., ., 14.8%
C=CCNC(=O)c1ccc2c3n(nc2c1)-c1ccc(C)cc1CO3
  5.9, ?, 0.1, 47.3%[activator], -0.6, ?, -1.3%, -7.9, ?
CCN(CC(=O)NCc1ccc(Cl)cc1)C(=O)/C=C/c1ccc(Cl)c([N+](=O)[O-])c1
  1.4, -6.9%, ., 1.1%, -0.9, 4.0%, 10.2%, ., 12.1%
Cc1ccc(-c2nnc(OCc3cccnc3)c3ccccc23)cc1
  -8.6, -20.4%, -0.6, 8.1%[57.1 µM], -0.7, -0.2%, -3.4%, -5.2, 24.1%[57.1 µM]
COCCN1C(=O)c2ccccc2C(C(=O)NCC2CCCO2)C1c1c[nH]c2ccccc12 (stereo unspecified)
  -9.6, -2.2%, 0.7, -4.2%, -0.4, -4.7%, 0.0%, -5.5, -9.3%
Cc1ccc(N(C)S(=O)(=O)c2c(C)[nH]c(C)c2C(=O)N2CCCC2)cc1
  9.3, ?, -0.2, 2.7%, 0.4, -1.0%, -0.6%, -16.2, 17.8%

The list is partial, so the mix of outcomes need not match the whole.
